Bioassay records from PubChem.
MEKK2mut PB1 HTS – signal of MEK5 binding to mutant human MEKK2 PB1 domain. AID 1530. bead flow cytometry, Alexa488-MEK5 binding to MEKK2 mutant. 0.35% of 290,000 active. percent response, % at 10 µM; in the data active = percent response above about 24%, passing the limit was not always enough; also: inactives centre near 1; some results filed as inactive read as strong as hits
MEKK2 WT-MEK5 – raises or lowers MEK5 binding to wildtype human MEKK2 PB1 domain | binding response (% of control), % at 10 µM | AID 1531 | bead flow cytometry, Alexa488-MEK5 binding to MEKK2 WT; actives lie on both sides | 1.1% of 290,000 active | Q9Y2U5; in the data active = binding response below about 67% or above about 130%
HCV NS3 hel inh – HCV NS3 helicase inhibition. NS3 helicase DNA unwinding, Cy5 molecular beacon fluorescence. inhibition, % at 10.9 µM. 0.56% of 290,000 active;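 active = inhibition above the mean of all tested compounds plus 3 SD, set per campaign, cut at about 35% in these data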;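 also: 0% = DMSO wells and 100% = thioflavine S control wells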
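Material: hepatitis C virus NS3 helicase domain fragment enzyme; measured by: Cy5 fluorescence, 0 and 60 min reads; control set: DMSO and thioflavine S; incubation: 60 min unwinding reaction at 25 °C after ATP addition; read-out basis: % inhibition from 60/0 min fluorescence ratio, DMSO 0%, thioflavine S 100%; repeats: singlicate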
NALP1 inh – inhibitors of NALP1 inflammasome in yeast. AID 2071. 0.61% of 280,000 active. inhibition, % at 10 µM. S. cerevisiae NALP1/ASC/caspase-1 growth, X-gal OD620, 72 h; in the data active = inhibition mostly above about 24%, no sharp cut-off; inactive = mostly below about 32%; also: some compounds called inactive have numbers as strong as hits
IMP-1 inh – blocks Pseudomonas aeruginosa IMP-1 metallo-beta-lactamase. 0.45% of 290,000 active. inhibition, % at 5.6 µM. purified IMP-1, nitrocefin hydrolysis, epi-absorbance fluorescence;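 active = inhibition above the mean plus 3 SD of all compounds in the same screening run, cut at about 4.5% in these data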;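 also: 0% = IMP-1 with DMSO and 100% = DMSO wells lacking enzyme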
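Test system: recombinant IMP-1 enzyme, purified / Medium: HEPES buffer pH 7.1 with ZnSO4 and Brij 35 / Doses: single dose, 5.6 µM / Times: 25 °C, 15 min preincubation, 25 min reaction / Detection: Epi-absorbance via hydrolysed-nitrocefin quenching of white-plate fluorescence, 480/530 nm, EDTA stop / Evaluation: percent inhibition from optical density relative to buffer-blank wells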
PfM18AAP inh – PfM18AAP enzyme inhibition; recombinant PfM18AAP, H-Glu-NHMec fluorogenic cleavage; inhibition, % at 7.35 µM; 1.2% of 290,000 active; AID 1822;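 active = inhibition above the campaign mean inhibition over all tested compounds plus 3 SD, cut at about 28% in these data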;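 also: 0% = plate median of test compound wells and 100% = 2 mM ZnCl2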
DNA FID counter – fluorescent intercalator displacement, NS3 helicase counter-screen; DNA fluorescent intercalator displacement, fluorescence; inhibition, % at 7.9 µM; 0.17% of 290,000 active; AID 1845; in the data active = inhibition above about 37%;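 also: 0% = vehicle and 100% = reference compound; higher means more ethidium bromide displaced from hairpin DNA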
UBC9 SUMO inh – SUMOylation inhibition; inhibition, % at 35 µM; 0.36% of 290,000 active; HTRF SUMOylation assay, SAE1/SAE2 + UBC9, in vitro; P63279; AID 2006; in the data active = inhibition above about 50%, passing the limit was not always enough; also: strong numbers were not always called active
Target sequence (P63279 whole entry, looked up): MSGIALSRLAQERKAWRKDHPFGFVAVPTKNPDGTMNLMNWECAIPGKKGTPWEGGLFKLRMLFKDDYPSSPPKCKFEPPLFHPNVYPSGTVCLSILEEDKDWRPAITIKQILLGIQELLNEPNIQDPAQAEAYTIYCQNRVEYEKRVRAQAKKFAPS
VIM-2 inh – inhibitors of Pseudomonas aeruginosa VIM-2 metallo-beta-lactamase. purified VIM-2, nitrocefin hydrolysis, epi-absorbance fluorescence. inhibition, % at 5.6 µM. 0.89% of 290,000 active. AID 1527;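 active = inhibition above the mean of all tested compounds plus 3 SD, cutoff set per screening run, cut at about 7.5% in these data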;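 also: red hydrolysis product quenches plate fluorescence so inhibitors raise well fluorescence; 0% = enzyme with DMSO and 100% = DMSO without enzyme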
Numbers without * were called inactive. Only part of the results is shown (hit frequency here may not be typical).

1: O=c1c2ccccc2nc(Cc2ccccc2)n1-c1cccc(O)c1
2: CCCCn1c(N)c(C(=O)NCc2cccs2)c2nc3ccccc3nc21
3: Clc1ccc2c(c1)C(c1ccccc1Cl)=NCc1nnc(N3CCN(CCOc4ccccc4)CC3)n1-2
4: O=c1[nH]c(=S)n(-c2ccccc2)c(O)c1/C=N/N1CCOCC1
5: CCOc1cc2c(cc1OCC)-n1cccc1C(c1ccc(OC(F)F)cc1)NC2 (stereo not given)
6: CC(C)N1CCN(Cc2ccccc2C(F)(F)F)CC1CCO (stereo not given)

compound no.,1,2,3,4,5,6
MEKK2mut PB1 HTS,6,-3,-2,-5,9,0
MEKK2 WT-MEK5,98,92,89,97,124,95
HCV NS3 hel inh,14,-2,-25,7,-68,5
NALP1 inh,-4,7,-1,36,13,-3
IMP-1 inh,-3.6,-2.3,-3.2,0.7,0.0,-2.7
PfM18AAP inh,-9,8,-6,-6,-7,-1
DNA FID counter,-16,-5,-30,-3,22,10
UBC9 SUMO inh,-7,98,-9,18,6,16
VIM-2 inh,-3.1,-3.3,-2.0,1.8,0.1,-2.4

7: COc1ccc(N=Cc2c(O)n(C)c(=O)[nH]c2=O)cc1
8: O=C(CCc1nnc2ccc(NCc3ccccc3Cl)nn12)N1CCC2(CC1)OCCO2
9: CCOC(=O)c1nsnc1NCCCl
10: Nc1ccnn1C1CCNCC1
11: Cc1ccc(-n2c(C)nc3ccccc3c2=O)c(C)c1
12: O=c1c2ccccc2nc(Cc2ccccc2)n1-c1ccccc1

compound no.,7,8,9,10,11,12
MEKK2mut PB1 HTS,4,-1,-9,4,-1,2
MEKK2 WT-MEK5,108,94,90,101,98,102
HCV NS3 hel inh,1,-2,-1,2,4,-4
NALP1 inh,13,9,2,23,19,7
IMP-1 inh,0.0,-3.2,-2.2,25*,-3.4,-3.1
PfM18AAP inh,-3,-6,-3,3,5,11
DNA FID counter,-2,-43,9,12,-8,-25
UBC9 SUMO inh,2,4,-1,11,13,5
VIM-2 inh,0.5,-2.7,-1.4,-0.6,-2.9,-2.8

13: CN1C(C(=O)N2CCC3(CC2)OCCO3)=CC(c2ccc(F)cc2)=NS1(=O)=O
14: COc1ccc(C(=O)C2CCCN(Cc3ccc(F)cc3F)C2)cc1F (stereo not given)
15: O=c1[nH]c(=O)n(CCc2ccccc2)c(O)c1C=NC1CC1
16: COCCCN=Cc1c(O)[nH]c(=S)[nH]c1=O
17: O=C1NC(=O)C(CCc2ccncc2)(CCc2ccccn2)C(=O)N1c1ccc(Br)cc1 (stereo not given)
18: COc1ccc(NS(=O)(=O)c2ccc(OCC(=O)N3CCN(C)CC3)cc2)cc1Cl
19: C=CCc1cc(C=C2C(=O)N(C)C(=O)N(C)C2=O)cc(OCC)c1OCc1ccccc1
20: O=[N+]([O-])c1ccc(N2CCCC2)cc1N/N=C1\CN2CCC1CC2

compound no.,13,14,15,16,17,18,19,20
MEKK2mut PB1 HTS,4,12,-2,1,-5,9,4,0
MEKK2 WT-MEK5,102,120,100,99,97,111,97,99
HCV NS3 hel inh,2,-9,-3,-3,-1,-25,15,-8
NALP1 inh,8,-18,-3,5,-20,19,30,32
IMP-1 inh,-2.0,-2.1,-3.2,-3.3,-2.5,-2.2,-0.7,-4.2
PfM18AAP inh,-6,-1,5,15,4,-2,-1,9
DNA FID counter,-17,2,-10,-4,-18,14,-21,10
UBC9 SUMO inh,16,13,-11,13,-3,9,9,-4
VIM-2 inh,-0.8,-0.2,-2.5,-1.9,-1.8,-0.5,-0.5,13*

Arranged by length of the SMILES (smallest number first): 10 of the compounds above
9: CCOC(=O)c1nsnc1NCCCl
16: COCCCN=Cc1c(O)[nH]c(=S)[nH]c1=O
12: O=c1c2ccccc2nc(Cc2ccccc2)n1-c1ccccc1
15: O=c1[nH]c(=O)n(CCc2ccccc2)c(O)c1C=NC1CC1
14: COc1ccc(C(=O)C2CCCN(Cc3ccc(F)cc3F)C2)cc1F (stereo not given)
20: O=[N+]([O-])c1ccc(N2CCCC2)cc1N/N=C1\CN2CCC1CC2
18: COc1ccc(NS(=O)(=O)c2ccc(OCC(=O)N3CCN(C)CC3)cc2)cc1Cl
13: CN1C(C(=O)N2CCC3(CC2)OCCO3)=CC(c2ccc(F)cc2)=NS1(=O)=O

compound no.,9,16,12,15,14,20,18,13
MEKK2mut PB1 HTS,-9,1,2,-2,12,0,9,4
MEKK2 WT-MEK5,90,99,102,100,120,99,111,102
HCV NS3 hel inh,-1,-3,-4,-3,-9,-8,-25,2
NALP1 inh,2,5,7,-3,-18,32,19,8
IMP-1 inh,-2.2,-3.3,-3.1,-3.2,-2.1,-4.2,-2.2,-2.0
PfM18AAP inh,-3,15,11,5,-1,9,-2,-6
DNA FID counter,9,-4,-25,-10,2,10,14,-17
UBC9 SUMO inh,-1,13,5,-11,13,-4,9,16
VIM-2 inh,-1.4,-1.9,-2.8,-2.5,-0.2,13*,-0.5,-0.8

17: O=C1NC(=O)C(CCc2ccncc2)(CCc2ccccn2)C(=O)N1c1ccc(Br)cc1 (stereo not given)
19: C=CCc1cc(C=C2C(=O)N(C)C(=O)N(C)C2=O)cc(OCC)c1OCc1ccccc1

compound no.,17,19
MEKK2mut PB1 HTS,-5,4
MEKK2 WT-MEK5,97,97
HCV NS3 hel inh,-1,15
NALP1 inh,-20,30
IMP-1 inh,-2.5,-0.7
PfM18AAP inh,4,-1
DNA FID counter,-18,-21
UBC9 SUMO inh,-3,9
VIM-2 inh,-1.8,-0.5
